Compound activity from PubChem.
FBW7 activator: FBW7 E3 ligase activators, primary screen, biochemical, AlphaScreen, human | AlphaScreen FBW7–phospho-cyclin E peptide binding, activator screen | AID 1259310, 2017 | hit rate 0.13% among 650,000 | F-box/WD repeat-containing protein 7 (Homo sapiens), Q969H0 | normalized activity (activation), % at 26.1 µM; in the data active means normalized activity above about 1.9%;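 further: purified mutant Fbw7 with reduced substrate affinity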
GPR151 ag: activators of human GPR151, primary screen, cell-based, PathHunter beta-arrestin, luminescence; PathHunter beta-arrestin GPR151 cells; AID 1508602, 2020; G-protein coupled receptor 151 (Homo sapiens), Q8TDV0; hit rate 1% among 650,000; activation, % at 11.2 µM; in the data active means activation above about 4.9%;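 further: 0% = median of compound wells and 100% = cells with positive control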
Target sequence (Q8TDV0 whole entry, looked up): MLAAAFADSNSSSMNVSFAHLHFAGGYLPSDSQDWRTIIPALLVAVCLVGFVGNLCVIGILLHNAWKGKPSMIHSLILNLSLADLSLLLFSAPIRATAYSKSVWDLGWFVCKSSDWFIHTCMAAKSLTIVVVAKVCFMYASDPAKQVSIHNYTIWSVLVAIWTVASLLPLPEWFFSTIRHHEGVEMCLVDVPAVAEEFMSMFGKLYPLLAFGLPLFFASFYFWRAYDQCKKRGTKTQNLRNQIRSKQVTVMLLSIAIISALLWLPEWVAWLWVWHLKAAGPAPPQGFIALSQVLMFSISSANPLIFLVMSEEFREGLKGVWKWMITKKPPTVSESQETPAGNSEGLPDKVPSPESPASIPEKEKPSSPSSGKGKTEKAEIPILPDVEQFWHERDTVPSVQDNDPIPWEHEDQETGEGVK
MITF inh: MITF inhibitors, primary screen, biochemical, AlphaScreen, human; Microphthalmia-associated transcription factor (Homo sapiens), O75030; AlphaScreen MITF homodimerization, bead proximity signal; inhibition, % at 2.6 µM; hit rate 0.91% among 650,000; in the data active means inhibition above about 50%;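 further: 0% = vehicle wells with protein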
Target sequence (O75030 whole entry, looked up): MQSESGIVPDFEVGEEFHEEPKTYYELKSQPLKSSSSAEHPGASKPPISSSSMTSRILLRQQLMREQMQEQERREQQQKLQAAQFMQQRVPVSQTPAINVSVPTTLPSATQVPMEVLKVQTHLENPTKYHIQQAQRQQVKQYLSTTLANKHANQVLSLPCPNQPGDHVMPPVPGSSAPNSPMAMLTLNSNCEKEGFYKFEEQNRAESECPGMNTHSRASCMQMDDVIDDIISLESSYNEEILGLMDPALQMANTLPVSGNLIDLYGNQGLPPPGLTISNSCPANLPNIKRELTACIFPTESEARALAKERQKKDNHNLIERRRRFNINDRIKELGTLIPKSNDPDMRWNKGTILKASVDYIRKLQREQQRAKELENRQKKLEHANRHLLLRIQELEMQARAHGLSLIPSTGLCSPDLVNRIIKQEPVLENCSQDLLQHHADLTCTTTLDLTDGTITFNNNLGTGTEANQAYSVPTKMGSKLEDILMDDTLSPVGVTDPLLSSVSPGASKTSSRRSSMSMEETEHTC
TEAD-YAP block: TEAD-YAP interaction inhibition, primary screen, TEAD-YAP interaction inhibitor project, luminescence, HEK-TIYL cells; TEAD-Gal4/YAP UAS-luciferase luminescence; inhibition, % at 9.12 µM; hit rate 1.4% among 640,000; AID 1259422, 2018; in the data active means inhibition above about 32%;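 further: 0% = median of test compound wells and 100% = reference inhibitor wells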
Numbers without * were called inactive; . = no result given.

SMILES	FBW7 activator	GPR151 ag	MITF inh	TEAD-YAP block
CC[C@H](C)[C@H](NC(=O)[C@H](C)NC(=O)[C@H](CCC(N)=O)NC(=O)[C@@H](NC(=O)[C@@H](NC(=O)CNC(=O)[C@H](CCCCN)NC(=O)[C@H](Cc1ccc(O)cc1)NC(=O)[C@@H](NC(=O)[C@H](CCCNC(=N)N)NC(C)=O)[C@@H](C)CC)C(C)C)[C@@H](C)CC)C(=O)N[C@@H](CCC(N)=O)C(=O)N[C@@H](CCCCN)C(=O)N[C@@H](CO)C(=O)N[C@@H](CC(=O)O)C(=O)N[C@@H](CCC(=O)O)C(=O)NCC(=O)N[C@@H](Cc1c[nH]cn1)C(=O)N1CCC[C@H]1C(=O)N[C@@H](Cc1ccccc1)C(=O)N[C@@H](CCCNC(=N)N)C(=O)N[C@@H](C)C(=O)N[C@@H](Cc1ccc(O)cc1)C(=O)N[C@@H](CC(C)C)C(=O)N[C@@H](CCC(=O)O)C(=O)N[C@@H](CO)C(=O)N[C@@H](CCC(=O)O)C(=O)N[C@H](C(=O)N[C@@H](C)C(=O)N[C@H](C(=O)N[C@@H](CO)C(=O)N[C@@H](CCC(=O)O)C(=O)N[C@@H](CCC(=O)O)C(=O)N[C@@H](CC(C)C)C(=O)N[C@H](C(=O)N[C@@H](CCC(N)=O)C(=O)N[C@@H](CCCCN)C(=O)N[C@@H](Cc1ccc(O)cc1)C(=O)N[C@@H](CO)C(=O)N[C@@H](CC(N)=O)C(=O)N[C@@H](CO)C(N)=O)C(C)C)[C@@H](C)CC)C(C)C	0.0	-1.2	25	.
COc1ccc(OC/C(O)=C(\C#N)c2nc3ccccc3[nH]2)cc1	-0.6	0.5	7	0
CCOC(=O)C(C)n1cnc2c(cnn2-c2ccc(F)cc2)c1=O (configuration not stated)	-0.1	-0.2	-3	-19
COC(=O)c1ccc(NC(=O)CCN2C(=O)c3cccc4cccc(c34)C2=O)cc1	-0.1	0.5	-10	-3
Cc1ccc(Cn2cc(CCC(=O)N3CCC(C(N)=O)CC3)c3ccccc32)cc1	0.1	-1.4	3	-3
CCCCCCCC(=O)Nc1ccc(C(=O)Nc2ccccc2)cc1	-0.1	-2.7	-4	0
Cc1cccc(OCc2cnc[nH]2)c1	0.1	-0.7	2	6
N[C@H](Cc1cccc(F)c1)c1nc2ccc(-c3cn[nH]c3)cc2[nH]1	-1.1	0.5	10	-6
COC(=O)c1ccccc1NC1c2ccccc2C(=O)N1c1cccnc1 (configuration not stated)	-0.1	-0.2	-10	-7
CC1CCc2cc(F)cc3c(O)c(C(=O)Nc4ccccn4)c(=O)n1c23 (configuration not stated)	2.0*	0.2	8	10
COc1ccc(OCC(O)CSc2ncnc3sc(C)c(C)c23)cc1 (configuration not stated)	0.1	0.5	4	-5
N/C(=N\NC(=O)c1ccccc1Cl)c1cc2ccccc2oc1=O	0.7	-0.5	16	11
Cc1ccc(N(C(=O)c2csnn2)C(C(=O)NC(C)(C)C)c2ccco2)cc1 (configuration not stated)	0.0	-0.8	26	7
Cc1cccc(NC(=O)COc2cc(Cl)ccc2Cl)c1	0.1	1.7	1	-41
O=C(NCCCN1CCCC1=O)c1cc(Cc2ccc(F)cc2)no1	0.0	1.1	12	-14
CCn1c(SCC(=O)Nc2ccc(OC)cc2OC)nnc1-c1c[nH]c2ccccc12	0.0	0.5	-7	7
COc1ccc(NCCCC(=O)N/N=C/c2ccco2)cc1	-0.1	-0.9	6	-2
CC(=O)C1=C(O)C(=O)N(c2ccc(F)cc2)C1c1ccc(Br)cc1 (configuration not stated)	0.1	0.2	9	8
CC1(C)CC(=O)C2=C(C1)NC1=C(C(=O)CC(C)(C)C1)C2c1ccc(O)c(O)c1	-0.2	-1.3	14	0
c1cc(CN2CCc3nnc(C4CCCO4)n3CC2)co1 (configuration not stated)	-0.1	1.0	2	6
O=c1cc2oc3cc(O)c(O)cc3c(-c3cccc(Cl)c3Cl)c-2cc1O	-0.1	-1.1	102*	11
C=CCN1C(=O)C(CSCc2ccccc2)NC1=S (configuration not stated)	0.0	0.8	5	13
Cc1ccc(S(=O)(=O)C2(C(=O)N3CCN(c4ccccn4)CC3)CC2)cc1	0.7	-0.8	16	0
c1ccc(Nc2nc(NC3CC3)c3ncn(-c4ccccc4)c3n2)cc1	-0.2	-0.4	0	47*
O=C(c1nc2ccccn2c1CNCCc1ccc(O)cc1)N1CCOCC1	-0.1	-0.5	-9	1
(listing goes on)
SMILES	FBW7 activator	GPR151 ag	MITF inh	TEAD-YAP block
O=C(COC(=O)Cn1[nH]c(=O)c2ccccc2c1=O)Nc1ccc(OC(F)F)cc1	0.3	-1.7	-2	16
COc1ccc(-c2csc3ncn(CC(=O)O)c(=O)c23)cc1OC	0.0	-0.4	5	2
CCC(=O)N(Cc1cc2cccc(C)c2n2nnnc12)C1CCCCC1	0.0	1.1	13	3
Cc1cc(C)c(Cc2c(C)nc3c(C(=O)O)cnn3c2C)c(C)c1	-0.2	0.2	3	0
CC1Oc2c(c(=O)[nH]c3ccccc23)NC1=O (configuration not stated)	0.0	-1.6	1	-14
COCc1cc(C)nc2sc3c(c12)NC(c1ccccc1O)NC3=O (configuration not stated)	0.2	1.2	2	17
Cn1c(SCC(=O)N(C2CCCCC2)C2CCS(=O)(=O)C2)nnc1C(F)(F)F (configuration not stated)	0.2	1.2	2	8
COc1cc(/C=C2/SC(=S)N(NC(=O)c3cccc(O)c3)C2=O)ccc1O	-0.1	0.0	9	-2
O=C(NCc1cccc2ccccc12)NCc1nnnn1-c1ccc(F)cc1	-0.1	0.0	11	9
N#Cc1c(NC(=O)CN2C(=O)C3CC=C(Cl)CC3C2=O)sc2c1CCCCC2 (configuration not stated)	0.1	-0.8	9	2
CCOC(=O)Cn1nnc(-c2ccc(F)cc2)n1	0.0	2.3	6	8
CCc1cccc(C)c1NC(=O)CN(CC)S(=O)(=O)c1ccc(C)cc1	0.1	2.3	6	11
COc1cc(NC(=O)CSc2nnns2)cc(OC)c1	-0.1	0.0	14	4
CC(C)CC(=O)Nc1cc(F)cc(F)c1	0.0	2.3	8	4
CC(=O)N1N=C(c2ccccc2)CC1Cc1cc2cccc(C)c2[nH]c1=O (configuration not stated)	0.1	0.5	-1	-2
Cc1ccccc1C(C(=O)Nc1ccc(F)cc1)N(C(=O)c1cnccn1)c1ccccc1 (configuration not stated)	0.1	-0.5	4	-3
Cc1ccccc1Cc1c(C)nc2nc(SCC(=O)N3CCOCC3)nn2c1C	0.0	-0.3	-4	-11
C=CCOc1c(Cl)cc(/C=C2\C(=O)NC(=O)N(c3ccc(O)cc3)C2=O)cc1OC	-0.2	0.5	-4	-2
Cc1ccc(C(=O)NCCNc2ccc(C(F)(F)F)cc2[N+](=O)[O-])cc1	-0.1	-0.6	12	-4
COc1ccc(C2NC(C(=O)O)C3C(=O)N(c4ccc(F)cc4)C(=O)C23)c(OC)c1 (configuration not stated)	0.0	0.6	-5	4
COc1ccc(OCC2c3cc(OC)c(OC)cc3CCN2C(=O)c2ccc(S(=O)(=O)N(C)C)cc2)cc1 (configuration not stated)	-0.3	-0.6	-10	-6
O=[N+]([O-])c1cc(I)cc(-c2nnc(-c3ccccc3O)o2)c1	0.1	0.4	-14	-1
CCCC(=O)OCC(=O)NCc1ccc(C)cc1	0.2	1.3	-3	11
COP(=O)(OC)c1nc(-c2ccco2)oc1NCc1ccccc1	0.0	1.1	9	-8
CCOC(=O)CSc1nc2ccccc2c(=O)n1Cc1cccs1	0.1	-0.6	22	-1

Of the compounds above, 10 contain an aryl methoxy group:
SMILES	FBW7 activator	GPR151 ag	MITF inh	TEAD-YAP block
COc1ccc(OC/C(O)=C(\C#N)c2nc3ccccc3[nH]2)cc1	-0.6	0.5	7	0
COc1ccc(OCC(O)CSc2ncnc3sc(C)c(C)c23)cc1 (configuration not stated)	0.1	0.5	4	-5
CCn1c(SCC(=O)Nc2ccc(OC)cc2OC)nnc1-c1c[nH]c2ccccc12	0.0	0.5	-7	7
COc1ccc(NCCCC(=O)N/N=C/c2ccco2)cc1	-0.1	-0.9	6	-2
COc1ccc(-c2csc3ncn(CC(=O)O)c(=O)c23)cc1OC	0.0	-0.4	5	2
COc1cc(/C=C2/SC(=S)N(NC(=O)c3cccc(O)c3)C2=O)ccc1O	-0.1	0.0	9	-2
COc1cc(NC(=O)CSc2nnns2)cc(OC)c1	-0.1	0.0	14	4
C=CCOc1c(Cl)cc(/C=C2\C(=O)NC(=O)N(c3ccc(O)cc3)C2=O)cc1OC	-0.2	0.5	-4	-2
COc1ccc(C2NC(C(=O)O)C3C(=O)N(c4ccc(F)cc4)C(=O)C23)c(OC)c1 (configuration not stated)	0.0	0.6	-5	4
COc1ccc(OCC2c3cc(OC)c(OC)cc3CCN2C(=O)c2ccc(S(=O)(=O)N(C)C)cc2)cc1 (configuration not stated)	-0.3	-0.6	-10	-6

Back to the main list, repeating the 2 entries before the break.
SMILES	FBW7 activator	GPR151 ag	MITF inh	TEAD-YAP block
COP(=O)(OC)c1nc(-c2ccco2)oc1NCc1ccccc1	0.0	1.1	9	-8
CCOC(=O)CSc1nc2ccccc2c(=O)n1Cc1cccs1	0.1	-0.6	22	-1
O=C1CN(c2nc3ccccc3n3cnnc23)CC(=O)N1CCc1ccccc1	0.2	-1.0	-1	8
CCN(CC)c1nc(NCCN2CCOCC2)nc(Nc2cnccn2)n1	-0.1	-1.6	4	6
O=[N+]([O-])c1cccc(C(N2CCOCC2)N2CCOCC2)c1	0.1	-0.2	19	-1
CC(NC(=O)CSc1ccsc1[N+](=O)[O-])c1ccc2c(c1)OCCO2 (configuration not stated)	0.1	-0.6	5	6
Cc1ccc2cnn(CC(=O)N3CCCCC3)c2c1	1.5	-1.3	7	-26
COc1ccc(NS(=O)(=O)c2ccc(Cl)c(N)c2)cc1Br	-0.2	1.3	-6	5
N#C/C(=C\c1ccc2c(c1)OCO2)C(=O)N1CCN(C(=O)c2ccco2)CC1	-0.2	-1.8	-8	3
CCOC(=O)N1CCN(S(=O)(=O)c2ccc(OC)c(Cl)c2)CC1	-0.1	-2.2	0	-6
CC(=O)c1ccc(NC(=O)CSc2nnc3c(n2)[nH]c2ccc(C)cc23)cc1	0.7	1.2	9	-11
O=C(CSc1ccccn1)N/N=C/c1ccccc1[N+](=O)[O-]	-0.3	-1.2	-3	-1
CCC1(C)CC(CC#N)(c2ccc(F)cc2)CCO1 (configuration not stated)	-0.1	3.0	9	3
COc1cc(NC(=O)c2cccc(N3CCN(Cc4ccc5c(c4)OCO5)CC3)n2)cc(OC)c1OC	0.0	2.0	5	37*
Cn1c(=O)c2c(nc(NCc3ccc4c(c3)OCO4)n2Cc2ccccc2F)n(C)c1=O	0.0	-0.3	1	2
CCN(CC)c1nc(Nc2ccc(N3CCOCC3)cc2)nc(Nc2nc3ccccc3n2C)n1	-0.3	-0.5	-1	22
CCOC(=O)/C(C#N)=C/c1c(Oc2cccc(C)c2C)nc2c(C)cccn2c1=O	-0.1	2.8	-1	-2
CCN(C(=O)C1CC1)c1nc(-c2ccc(F)cc2)cs1	-0.2	-0.6	-23	-63
CSc1cccc(NC(=O)COc2ccc(S(=O)(=O)NC(C)(C)C)cc2)c1	-0.1	0.3	5	2
COc1ccc(CN2CCOCC2)cc1OC	-0.2	-0.1	11	-7
CCOC(=O)N/N=C/c1cc(Br)c(O)c(Br)c1	0.1	-0.1	-29	-28
Cc1ccc(CNC(=O)CSc2nnc(NC3CCCCC3)s2)cc1	0.1	1.2	-2	0
CN1C(C(=O)c2ccccc2)=C(NC(=O)c2ccccc2)c2ccccc2S1(=O)=O	0.0	-0.2	4	7
CC1=C(C)/C(=N/OC(=O)Nc2ccc(Cl)cc2)C=CC1=O	0.0	-0.3	-3	-54
Cc1cc(OCC(=O)NCCN2CCOCC2)cc(C)c1Br	0.1	1.6	0	-6
O=C(NCC1CCCN(Cc2cccc(-n3cccn3)c2)C1)c1ccc(F)cc1 (configuration not stated)	0.0	-0.5	-4	5
CCOc1ccc(-c2n[nH]c3c2C(c2ccco2)NC3=O)cc1 (configuration not stated)	-0.1	-0.9	-9	10
COCCn1nnnc1C(c1ccccc1Cl)N1CCN(Cc2ccccc2)CC1 (configuration not stated)	-0.1	-0.4	-3	-1
Cc1ccc(CNC(=O)c2cccc([N+](=O)[O-])c2)cc1	0.2	-0.4	-2	4
CCCn1cnc2scc(-c3cccc([N+](=O)[O-])c3)c2c1=O	0.0	-0.4	-5	-11
COCCNC(=O)Cn1nc(-c2ccc(Cl)cc2)c2ccccc2c1=O	0.0	0.6	13	5
